Assay outcomes (PubChem)
ALDH1A1 block – inhibitors of human aldehyde dehydrogenase 1A1; P00352; Purified ALDH1A1, NADH fluorescence, propionaldehyde substrate; Potency, µM (series often up to 75.3 µM), for inactives: at the highest dose activity, negative = inhibition, most hits filed as inhibitors; hit rate 7.3% among 220,000; AID 1030; active = well fitted inhibition curve with a large enough effect, not every such curve was filed as active; inconclusive = small, poorly fitted or top-dose-only effect, or another doubt; inactive = no such curve, though single readings can be large or run the other way;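 note: plate controls were no enzyme wells and a reference inhibitor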
Target sequence (P00352 whole entry, looked up): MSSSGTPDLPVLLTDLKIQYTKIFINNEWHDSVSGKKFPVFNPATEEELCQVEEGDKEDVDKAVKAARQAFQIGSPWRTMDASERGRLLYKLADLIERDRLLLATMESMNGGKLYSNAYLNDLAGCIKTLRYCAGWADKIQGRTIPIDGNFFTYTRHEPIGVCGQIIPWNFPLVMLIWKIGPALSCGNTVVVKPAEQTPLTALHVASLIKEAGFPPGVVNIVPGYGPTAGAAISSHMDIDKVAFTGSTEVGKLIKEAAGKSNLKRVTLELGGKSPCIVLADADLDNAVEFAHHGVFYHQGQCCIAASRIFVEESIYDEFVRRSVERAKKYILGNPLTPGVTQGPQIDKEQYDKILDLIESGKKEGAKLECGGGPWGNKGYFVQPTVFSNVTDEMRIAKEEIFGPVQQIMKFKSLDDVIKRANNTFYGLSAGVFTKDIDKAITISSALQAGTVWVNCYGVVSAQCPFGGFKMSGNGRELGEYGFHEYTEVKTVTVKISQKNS
Tau fibril ThT – tau fibrillization inhibition (ThT binding); Potency, µM (series often up to 57.4 µM), without a hit: top-dose activity, negative = inhibition, hits mostly inhibitors; hit rate 2.1% among 270,000; P10636; recombinant tau K18 P301L, heparin-induced fibrillization, ThT fluorescence; note: % is set by controls: 0 for no effect and ±100 for the full control effect; nearly all actives have a fitted effect of over 55% in size
Target sequence (P10636 561-689 P618L limits assumed): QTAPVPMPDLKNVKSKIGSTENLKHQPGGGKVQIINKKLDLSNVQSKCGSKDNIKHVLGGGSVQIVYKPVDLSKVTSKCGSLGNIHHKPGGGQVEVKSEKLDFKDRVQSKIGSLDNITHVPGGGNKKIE
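Heparin-induced fibrillization of the P301L-mutant K18 repeat-domain fragment of human tau was followed by ThT binding in quantitative high-throughput format.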
Tau fluor cs – counter-screen for tau fibril formation inhibitors | tau K18 P301L (four-repeat tau fragment) Alexa594 fluorescence, heparin fibrillization | Potency, µM (top dose mostly 57.7 µM), inactives show at the top dose activity change, negative = decrease | hit rate 0.93% among 280,000; note: % is set by controls: 0 for no effect and ±100 for the full control effect; nearly all actives have a fitted effect of over 55% in size
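Human K18 P301L tau (15 uM unlabeled plus 0.24 uM Alexa 594-labeled, final) in 100 mM sodium acetate pH 7 was mixed with compound and 20 uM heparin and incubated 6 hr at 37 C.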
Tau FP inhib – inhibitors of human tau fibril formation; hit rate 0.39% among 280,000; K18 P301L tau heparin fibrillization, Alexa594 FP, 6 h; Potency, µM (top dose mostly 57.7 µM), for the others: top-dose activity, negative = inhibition, usual class: inhibitors; P10636; note: % is set by controls: 0 for no effect and ±100 for the full control effect; nearly all actives have a fitted effect of over 55% in size
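Human tau K18 […] P301L fragment, 15 uM unlabeled plus 0.24 uM Alexa 594-labeled tau (final), with compound and 20 uM heparin in 100 mM sodium acetate pH 7; 6 hr at 37 C, then Alexa 594 FP read.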
SMN2 splice up – SMN2 splice variant enhancement; hit rate 2.8% among 210,000; Potency, µM (top dose mostly 46.1 µM), without a hit: at the top dose activity change, positive = activation, hits mostly activators; HEK293 SMN2-luciferase splicing reporter, luminescence, 30-36 h; AID 1458; note: % of control where 0% means no effect; nearly all actives have a fitted effect of over 55% in size
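HEK293 cells carry an SMN2 […]–luciferase reporter in which exon 7 inclusion puts luciferase in frame. Cells were plated 10-12 h before compound addition, then incubated 30-36 h at 37C. ONE-Glo luminescence was read; sodium butyrate at 4.5 mM final served as control.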
JMJD2E inh – blocks human JMJD2E demethylase activity; JMJD2E catalytic domain, FDH-coupled NADH fluorescence (FDH is formaldehyde dehydrogenase); hit rate 1.6% among 230,000; Potency, µM (highest dose often 57.1 µM), inactives show at the highest dose activity change, negative = inhibition, usual class: inhibitors; active = well fitted inhibition curve with a large enough effect, not every such curve was filed as active; inconclusive = small, poorly fitted or top-dose-only effect, or another doubt; inactive = no such curve, though single readings can be large or run the other way;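 note: 0% = wells with enzyme and -100% = buffer wells without enzyme; nearly all actives have a fitted effect of over 50% in size; many of its hits are not listed in these tables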
Target sequence (B2RXH2 1-337 limits assumed): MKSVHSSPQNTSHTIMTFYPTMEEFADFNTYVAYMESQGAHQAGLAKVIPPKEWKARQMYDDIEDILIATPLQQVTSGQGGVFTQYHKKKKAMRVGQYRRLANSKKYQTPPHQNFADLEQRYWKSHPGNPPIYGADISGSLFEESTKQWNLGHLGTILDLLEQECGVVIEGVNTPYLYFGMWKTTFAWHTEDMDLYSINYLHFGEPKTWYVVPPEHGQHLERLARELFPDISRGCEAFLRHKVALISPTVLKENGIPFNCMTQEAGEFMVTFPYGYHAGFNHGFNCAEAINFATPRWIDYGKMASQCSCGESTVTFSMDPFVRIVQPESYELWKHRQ
HTT ATP protect – cytoprotection in Huntington HTT-Q103 PC12 cell model. PC12 HTT-Q103 induced, cytoprotection, ATP luminescence, 40 h. Potency, µM (top dose mostly 56.4 µM), for inactives: cytoprotection (ATP increase), most hits filed as activators. hit rate 0.14% among 230,000. AID 1471;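 note: % of control where 0% means no effect; nearly all actives have a fitted effect of over 45% in size; toxic huntingtin expression switched on by the ecdysone agonist tebufenozide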
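Quantitative HTS on tebufenozide-induced (100 nM) PC12 cells expressing HTTQ103 exon 1–GFP; compounds tested as a concentration series; survival measured via cellular ATP.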
HTT aggregate – inhibitors of mutant huntingtin aggregate formation in PC12 cells; PC12 HttQ103-GFP aggregates, Acumen cytometry, 40 h; Potency, µM (series often up to 46.1 µM), for the others: at the top dose activity change, negative = inhibition, most hits filed as inhibitors; hit rate 1.1% among 220,000; AID 1688; note: % is set by controls: 0 for no effect and ±100 for the full control effect; nearly all actives have a fitted effect of over 60% in size
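Using laser scanning cytometry, GFP-positive aggregates were counted after lysis of PC12 cells induced with 100 nM tebufenozide to express HTT exon 1 Q103–GFP. Compounds were tested in titration.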
Active calls of the source: *; u = inconclusive; x = not tested or not shown; & = joins results of further samples; [ ] = remark or other dose. Unless noted, calls come from the whole dose curve; as a rule, active = well fitted curve in the direction sought with a large enough effect; inconclusive = small, poorly fitted or top-dose-only effect, or another doubt; inactive = no such curve, though single readings can be large; an effect the other way counts as inactive or inconclusive. Potency is the fitted concentration of half-maximal effect.

SMILES | ALDH1A1 block | Tau fibril ThT | Tau fluor cs | Tau FP inhib | SMN2 splice up | JMJD2E inh | HTT ATP protect | HTT aggregate
CC1=C(O)C(=O)C=C2C1=CC=C1[C@]2(C)CC[C@@]2(C)C3C[C@](C)(C(=O)O)CC[C@@]3(C)CC[C@@]12C (some centres not stated) | -5.8% | u | u | u | -94.5%[inhibitor] | u | x | x
O=C(Nc1ccccc1)OC1CN=C(N[N+](=O)[O-])NC1 (configuration not stated) | u | -0.2% | 0.6% | 9.7% | 11.9% | 1.5% | u | 19.2%
CCCn1c(=O)n(C)c(=O)c2c(SCC(=O)NC34CC5CC(CC(C5)C3)C4)nc(CC(C)C)nc21 | -3.6% | -8.9% | -10.6% | 2.6% | -30.9%[inhibitor] | 5.0% | -33.6%[10 µM] | -3.9%
COCCCn1c(N)c(C(=O)Nc2ccccc2)c2nc3ccccc3nc21 | x | u | u | u | x | u | -23.9%[10 µM] | -18.9%[9.22 µM]
O=C(O)c1ccc[nH]c1=S | x | u | -17.1% | u | x | 17.8µM* | 1.3%[10 µM] | 9.4%[9.22 µM]
Cc1cccc(NC(N)=S)c1 | -8.6% | -9.5% | -4.9% | 2.4% | -4.6% | 5.5% | -0.1% | -5.6%
Cc1cccc(C)c1NC(=O)c1cccn(Cc2ccc3c(c2)OC(F)(F)O3)c1=O | -15.5% | -29.3% | -26.8% | -3.8% | -15.3% | -2.4% | 32.0%[10 µM] | u
COC1CC(OC2CCC3(C)C(CCC4C3CCC3(C)C(C5=CC(=O)OC5)C(OC(C)=O)CC43O)C2)OC(C)C1OC1OC(COC2OC(CO)C(O)C(O)C2O)C(O)C(O)C1O (configuration not stated) | x | 3.6% | 1.5% | -0.6% | x | -10.3% | u | 1.3%[9.22 µM]
CCCCCCCCCCCCCC(=O)O[C@@H]1[C@@H](C)[C@@]2(O)[C@H](C=C(CO)C[C@]3(O)C(=O)C(C)=C[C@@H]23)[C@@H]2C(C)(C)C12OC(C)=O (some centres not stated) | -1.9% | u | -8.5% | 0.1% | 15.2% | x | -193.9%[inhibitor] | x
Cc1ccc(S(=O)(=O)N2CCCCC2)cc1NC(=O)CSc1ncnc2ccccc12 | -5.5% | u | -26.0% | -7.0% | -95.1%[inhibitor] | 2.9% | x | u
C=Cn1ccnc1P(=S)(c1c(C)nn(-c2ccccc2)c1C)c1nccn1C=C | 2.2% | -7.5% | -3.2% | 1.6% | -14.3% | 1.5% | -7.3% | -1.4%
C=C[C@@H]1C[C@@]1(C)[C@@H](NP(=O)(c1ccccc1)c1ccccc1)c1ccccc1 | -16.1%&6.2% | -13.6%&-9.8% | -8.8%&-11.2% | 2.1%&-3.6% | -27.9%&-6.8% | 8.5%&-10.8% | -37.7%[inhibitor] | -17.2%
CCC(=O)N1N=C(c2c(O)n(C)c(=O)n(C)c2=O)CC1c1ccccc1 (configuration not stated) | x | -13.4% | -12.8% | -7.6% | x | u | 4.3%[10 µM] | -22.0%[9.22 µM]
Cc1cccc(N2C(=O)NC(=O)/C(=C\c3cc(C)n(-c4sc5c(c4C#N)CCCC5)c3C)C2=O)c1C | 0.251µM* | u | -16.9% | u | -66.5%[inhibitor] | 6.5% | 2.3%[10 µM] | 5.01µM*
C=C(C)CN1CC[C@]23c4c5ccc(O)c4O[C@H]2c2[nH]c4ccccc4c2C[C@@]3(O)C1C5 | x | u | u | u | x | 8.1% | x | x
O=C(CN1CCCC1)Nc1ccc(Cl)cc1C(=O)c1ccccc1 | u | -13.8% | -23.1% | -0.2% | -4.1% | u | -16.0% | -8.5%
CC(=O)OC1(Cc2ccccc2)CN2CCC1c1ccccc12 (configuration not stated) | 16.3% | -13.4% | 0.8% | 6.1% | -18.9% | 3.1% | -1.7% | 6.1%
O=C(CCCn1c(=O)[nH]c2cc(Cl)ccc2c1=O)N1CCC2(CC1)OCCO2 | -4.9% | -3.3% | -2.9% | 11.9% | -0.3% | 1.9% | x | 9.0%
CC(=O)c1ccccc1NC(=O)C1C2CCC(O2)C1C(=O)O (configuration not stated) | -9.1% | 4.1% | 9.5% | 13.0% | x | u | -17.7% | -17.6%
C[N+](C)(C)CC(=O)O | x | -5.4% | -5.9% | -9.2% | 11.5% | 1.5% | 2.4%[1.9 µM] | x
O=C1NC(=O)C(=Cc2coc3ccc(O)cc3c2=O)C(=O)N1 | 3.55µM* | u | -13.7% | -7.6% | x | 17.8µM* | -2.8%[10 µM] | 2.4%[9.22 µM]
NC[C@H](CC(=O)O)c1ccc(Cl)cc1 | 8.7% | -1.7% | -4.8% | 3.9% | x | 0.8% | u | x
CCOc1cc(C2NCc3ccccc3-n3cccc32)ccc1O (configuration not stated) | -2.7% | -11.8% | -2.3% | 8.2% | 5.4% | 4.5% | -0.1% | -5.4%
O=C(c1ccc(N2CC3CC(C2)c2cccc(=O)n2C3)c([N+](=O)[O-])c1)N1CCCC1 (configuration not stated) | 6.8% | 1.1% | 7.3% | 1.2% | 25.0% | 4.8% | -42.4% | -7.4%
O=C1C=Cc2ccccc2C1=O | 14.1µM* | 2.51µM* | u | 4.47µM* | -17.1% | 14.1µM* | x | -3.3%

Quoted from the listing:
Cc1cccc(C)c1NC(=O)c1cccn(Cc2ccc3c(c2)OC(F)(F)O3)c1=O @ HTT ATP protect: 32.0%[10 µM]
Cc1cccc(N2C(=O)NC(=O)/C(=C\c3cc(C)n(-c4sc5c(c4C#N)CCCC5)c3C)C2=O)c1C @ SMN2 splice up: -66.5%[inhibitor]
Cc1ccc(S(=O)(=O)N2CCCCC2)cc1NC(=O)CSc1ncnc2ccccc12 @ ALDH1A1 block: -5.5%
C=C(C)CN1CC[C@]23c4c5ccc(O)c4O[C@H]2c2[nH]c4ccccc4c2C[C@@]3(O)C1C5 @ JMJD2E inh: 8.1%

Reprinted at random: 4 compounds from above.
SMILES | ALDH1A1 block | Tau fibril ThT | Tau fluor cs | Tau FP inhib | SMN2 splice up | JMJD2E inh | HTT ATP protect | HTT aggregate
Cc1ccc(S(=O)(=O)N2CCCCC2)cc1NC(=O)CSc1ncnc2ccccc12 | -5.5% | u | -26.0% | -7.0% | -95.1%[inhibitor] | 2.9% | x | u
CCC(=O)N1N=C(c2c(O)n(C)c(=O)n(C)c2=O)CC1c1ccccc1 (configuration not stated) | x | -13.4% | -12.8% | -7.6% | x | u | 4.3%[10 µM] | -22.0%[9.22 µM]
O=C(O)c1ccc[nH]c1=S | x | u | -17.1% | u | x | 17.8µM* | 1.3%[10 µM] | 9.4%[9.22 µM]
O=C(CN1CCCC1)Nc1ccc(Cl)cc1C(=O)c1ccccc1 | u | -13.8% | -23.1% | -0.2% | -4.1% | u | -16.0% | -8.5%

More structures:
SMILES | ALDH1A1 block | Tau fibril ThT | Tau fluor cs | Tau FP inhib | SMN2 splice up | JMJD2E inh | HTT ATP protect | HTT aggregate
CCCc1c(C)nc(-c2ccc(C)cc2)nc1OC(=O)N(C)C | x | -10.8% | -5.3% | 8.3% | x | 3.2% | 11.9%[10 µM] | -17.3%[9.22 µM]
CCc1n[nH]c(CCN)n1 | x | -12.8% | -12.3% | -7.0% | x | -5.5% | 15.2%[10 µM] | -10.4%[9.22 µM]
O=C(CCC(=O)N1CCC2(CC1)OCCO2)Nc1nnc(C(F)(F)F)s1 | 2.9% | -2.2% | 2.4% | -1.0% | -11.5% | 4.0% | -3.2% | 3.3%
O=[N+]([O-])c1ccc(C2[C@H]3C(c4ccccc4)=NC4(CCCC4)N23)cc1 (some centres not stated) | -10.5% | -5.9% | -18.0% | -9.6% | -2.1% | -7.4% | 13.2%[10 µM] | -2.9%
Cc1onc(-c2c(Cl)cccc2Cl)c1/C(N)=N/OC(=O)N(C)C | 10.0% | -4.7% | -10.4% | -2.3% | x | 9.4% | 7.4%[10 µM] | -30.4%[9.22 µM]
O=C(Nc1ccc(Br)cc1C(=O)c1ccccc1Cl)c1ccc(Br)cc1 | x | u | -17.9% | 2.8% | 2.4% | x | x | x
C=Cn1ccnc1P(O)(=S)c1nc(C)c(CCOC(C)=O)s1 (configuration not stated) | u | -5.3% | -4.4% | -2.9% | x | -26.8% | -9.6%[10 µM] | 7.9%
CN1C2CCC1CC(OC(c1ccccc1)c1ccccc1N)C2 (configuration not stated) | -2.7%&-2.3%&7.5% | -17.1%&-3.2%&-1.1% | -26.1%&-3.2%&-2.4% | u | 16.7%&1.6%&5.5% | -3.4%&8.4% | -1.1% | x
COC(=O)C1=Nc2ccccc2/C1=C\c1c(O)n(-c2ccc(Br)cc2)c(=O)[nH]c1=O | 3.5% | -2.7% | 1.4% | 10.1% | 0.7% | 3.8% | x | 13.5%
CCCCCOc1ccc(C)cc1CN(CCCl)CCCl | 20µM* | u | -10.8% | 0.9% | x | -26.0% | 9.5%[10 µM] | 2.2%[9.22 µM]
CC/C=C\C/C=C\C/C=C\C/C=C\C/C=C\CCCC(N)=O | -7.4% | -9.0% | -9.3% | -9.3% | -1.1% | 9.3% | u | x
CCC(=O)N1CC(=O)Nc2ccc(C)cc2C1c1ccc(F)cc1 (configuration not stated) | x | -1.2% | -14.8% | u | -12.1% | x | x | x
Cc1ccc(-c2nc(CS(=O)CC(=O)N3CCC4(CC3)OCCO4)c(C)o2)cc1 (configuration not stated) | u | -7.7% | 0.0% | -0.5% | -11.1% | 2.1% | 0.9%[10 µM] | 9.8%
Nc1ccc2c(c1)Cc1cc([N+](=O)[O-])ccc1-2 | -0.1% | 3.16µM* | u | 6.6% | 6.0% | 6.2% | -33.1% | 9.2%
Oc1ccc(Cl)cc1Cc1ccccc1 | -4.7% | x | x | x | -5.6% | x | 15.2%&-122.9% | -21.2%
N=Cc1c(O)n(-c2cccc(Cl)c2)c(=O)[nH]c1=O | 11.4% | -6.4% | -1.9% | 5.6% | -0.5% | -3.5% | -1.7%[10 µM] | -6.7%
O=[N+]([O-])c1cc(S(=O)(=O)/N=C(/c2ccccc2)N2CCOCC2)ccc1Cl | u | -12.1% | -8.7% | 3.9% | -14.6% | 1.0% | x | 0.0%

An excerpt (hit frequency here may not be typical).
